High-throughput results from PubChem BioAssay.
Tn7 DDE FP: inhibitors of Tn7 peptide binding to fibrin DD(E), primary screen, biochemical, fluorescence polarization, human fibrin, Tn7 probe. Fibrinogen beta chain (Homo sapiens), P02675. FP displacement of FITC-Tn7 peptide from fibrin DD(E); 0% = median of compound wells per plate. inhibition, % at 8.3 µM. actives 0.13% (n = 370,000);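 active = inhibition above the mean of compounds falling within the control limits plus 3 SD of them, cut at about 14% in these data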;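 also: 0% = plate median of compound wells and 100% = 10 µM Aha-Tn7 peptide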
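Assay system: human fibrin DD(E) protein / Input: 2 µM fibrin DD(E) / Benchmarks: high control of 10 µM Aha-Tn7 peptide / Measured by: fluorescence polarization of the labelled Tn7 tracer / Medium: Tris buffer with calcium and detergent, pH 7.8 / Timing: 10 min compound pre-incubation, 3 h probe incubation at room temperature / Repeats: one replicate per compound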
ADAM10 inh: human ADAM10 inhibitors, primary screen, biochemical, QFRET, HTS | recombinant ADAM10, EDANS/DABCYL FRET peptide cleavage, 3 h | inhibition, % at 7 µM | actives 0.62% (n = 370,000) | AID 720582, 2013;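 active = inhibition above a per-campaign cutoff equal to the mean of compounds falling between control-based bounds plus 3 SD, cut at about 20% in these data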;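 also: 0% = DMSO wells while the 100% control is not disclosed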
proKLK7 act: proKLK7 zymogen activators, primary screen, biochemical, fluorescence intensity. AID 652039, 2013. Kallikrein-7 (Homo sapiens), P49862. purified proKLK7, EDANS-DABCYL substrate fluorescence; 100% is mature enzyme control, 0% vehicle. activation, % at 7 µM. actives 0.9% (n = 370,000);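 active = activation above the mean of all tested compounds plus 3 SD, computed per campaign excluding outliers beyond control limits, cut at about 13% in these data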
Target sequence (P49862 whole entry, looked up): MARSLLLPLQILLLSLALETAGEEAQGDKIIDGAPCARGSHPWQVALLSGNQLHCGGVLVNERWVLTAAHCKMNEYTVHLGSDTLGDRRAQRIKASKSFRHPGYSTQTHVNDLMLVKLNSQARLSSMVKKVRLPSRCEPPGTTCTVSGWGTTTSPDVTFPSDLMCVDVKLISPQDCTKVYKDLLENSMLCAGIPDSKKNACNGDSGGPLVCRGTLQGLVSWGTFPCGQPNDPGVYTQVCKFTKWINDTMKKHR
TDP2 inh: human TDP2 enzyme inhibitors, primary screen, biochemical, epi absorbance, recombinant enzyme. actives 0.34% (n = 370,000). T5PNP hydrolysis, p-nitrophenol absorbance 415 nm. inhibition, % at 12.8 µM. AID 720702, 2013. Tyrosyl-DNA phosphodiesterase 2 (Homo sapiens), O95551;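 active = inhibition above the mean of all tested compounds plus 3 SD, set per campaign, cut at about 25% in these data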;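 also: 0% = DMSO with enzyme and 100% = buffer with substrate but no TDP2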
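Evaluation: % inhibition relative to enzyme-containing and enzyme-free wells. Material: recombinant human TDP2. Benchmarks: enzyme-free and DMSO wells. Timing: enzyme reaction with compound for 2 h at 37 °C. Compound dosing: 12.8 µM only. Measured by: p-Nitrophenol epi absorbance. Reagent: T5PNP substrate at 5 mM, a TopII-DNA adduct mimic. Replication: single well per compound.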
PLC-gamma1 inh: PLC-gamma1 enzyme inhibitors, primary screen, biochemical, fluorescence, purified enzyme | fluorogenic substrate | inhibition, % at 12.2 µM | actives 0.84% (n = 370,000) | 1-phosphatidylinositol 4,5-bisphosphate phosphodiesterase gamma-1 (Homo sapiens), P19174; in the data active = inhibition above about 9.5%
ARFGAP1 inh: inhibitors of rat ARFGAP1 GAP activity, primary screen, biochemical, fluorescence polarization, GDP tracer; Arfgap1-stimulated ARF1 GTP hydrolysis, GDP FP detection; inhibition, % at 16.5 µM; actives 0.26% (n = 360,000); AID 651572, 2012;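 active = inhibition above a per-plate limit, mean inhibition of low control wells plus 3 SD, cut at about 25% in these data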;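 also: 0% = DMSO wells with enzyme and 100% = wells lacking Arfgap1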
Target sequence (Q62848 1-136 limits assumed): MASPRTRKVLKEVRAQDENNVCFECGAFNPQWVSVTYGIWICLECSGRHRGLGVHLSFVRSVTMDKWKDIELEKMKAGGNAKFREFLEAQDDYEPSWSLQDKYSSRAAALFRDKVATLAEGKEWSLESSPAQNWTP
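material = rat Arfgap1 catalytic domain, aa 1-136 | also added = human ARF1(Δ1-17)-GTP substrate | compound dosing = one concentration, 16.5 µM, DMSO 1.26% | times = GTP hydrolysis reaction 2 h at 25 °C | measured by = FP, GDP Alexa 633 tracer displaced from anti-GDP antibody, 620/688 nm | evaluation = percent inhibition of Arfgap1-stimulated GTP hydrolysis | replication = single well per compound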
LEDGF integ inh: blockers of LEDGF/p75-dependent integrase strand transfer – biochemical, TR-FRET, high throughput, primary screen | HIV-1 integrase (with human LEDGF/p75) | TR-FRET IN-LEDGF/p75 DNA integration, Eu/Cy5 | inhibition, % at 3.7 µM | actives 0.64% (n = 370,000);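 active = inhibition above the screen-wide mean plus 3 SD, cut at about 13% in these data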;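 also: signal is the Cy5 over europium emission ratio at 671 and 618 nm; 0% = plate median of compound wells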
ASAP1 inh: inhibitors of human ASAP1 ArfGAP activity, primary screen, biochemical, fluorescence polarization; Arf-GAP with SH3 domain, ANK repeat and PH domain-containing protein 1 (Homo sapiens), …; ASAP1-stimulated ARF1 GTP hydrolysis, GDP FP detection; inhibition, % at 16.5 µM; actives 0.19% (n = 360,000); AID 624377, 2012; in the data active = inhibition above about 25%;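 also: 0% = vehicle with enzyme and substrate and 100% = no enzyme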
ADAM17 inh: ADAM17 inhibitors, primary screen, biochemical, QFRET; AID 720648, 2013; recombinant ADAM17, EDANS/DABCYL FRET peptide cleavage; Disintegrin and metalloproteinase domain-containing protein 17 (Homo sapiens), P78536; actives 0.83% (n = 370,000); inhibition, % at 6.95 µM;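 active = inhibition above the mean of compounds lying between control limits plus 3 SD, set per campaign, cut at about 8.5% in these data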;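 also: 0% = DMSO-only wells as the low control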
Target sequence (P78536 215-824 limits assumed): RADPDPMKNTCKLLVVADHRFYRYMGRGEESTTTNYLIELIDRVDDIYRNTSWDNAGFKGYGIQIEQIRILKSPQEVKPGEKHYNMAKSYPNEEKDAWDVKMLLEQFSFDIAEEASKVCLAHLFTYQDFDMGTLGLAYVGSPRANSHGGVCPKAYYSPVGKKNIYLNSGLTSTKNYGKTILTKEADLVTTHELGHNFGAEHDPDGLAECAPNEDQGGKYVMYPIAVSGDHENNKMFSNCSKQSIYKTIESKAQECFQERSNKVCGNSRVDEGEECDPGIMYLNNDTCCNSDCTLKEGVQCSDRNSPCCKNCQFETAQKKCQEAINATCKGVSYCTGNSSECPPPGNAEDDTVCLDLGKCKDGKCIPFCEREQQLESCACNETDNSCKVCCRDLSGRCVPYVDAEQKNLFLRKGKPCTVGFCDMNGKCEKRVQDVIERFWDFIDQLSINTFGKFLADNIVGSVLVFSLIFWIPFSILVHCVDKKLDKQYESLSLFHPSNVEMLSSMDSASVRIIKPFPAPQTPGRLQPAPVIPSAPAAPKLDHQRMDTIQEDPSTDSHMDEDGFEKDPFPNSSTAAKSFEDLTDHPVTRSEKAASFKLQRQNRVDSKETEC
DDE Tn6 FP inh: inhibitors of Tn6 peptide binding to fibrin DD(E), primary screen, biochemical, fluorescence polarization, human fibrin, Tn6 probe. Fibrin DD(E) TRITC-Tn6 fluorescence polarization displacement. actives 0.21% (n = 370,000). inhibition, % at 8.3 µM. Fibrinogen beta chain (Homo sapiens), P02675. AID 720509, 2013;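 active = inhibition above a per-campaign cutoff: mean of compounds within control limits plus 3 SD, cut at about 15% in these data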;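 also: 0% = median of all compound wells on the plate and 100% = blocking peptide control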
* = called active by the depositor; i = inactive. This is a random part of the collection; any-hit rate near 4.2%.

SMILES | Tn7 DDE FP | ADAM10 inh | proKLK7 act | TDP2 inh | PLC-gamma1 inh | ARFGAP1 inh | LEDGF integ inh | ASAP1 inh | ADAM17 inh | DDE Tn6 FP inh
COc1ccc(CCNC(=O)CSc2nnc(-c3ccccc3)c3ccccc23)cc1OC | -9 | -3 | 0.3 | 4 | -2 | 2 | -2 | 8 | 3 | 3
Cc1cc(Cl)ccc1NNC(N)=S | 1 | 6 | -0.1 | -3 | 1 | -4 | 1 | 3 | -1 | 4
COc1ccc(NC(=O)CC2(Cc3ccccc3)CCOC(C)(C)C2)cc1 (stereo not drawn) | -2 | 6 | -0.5 | 7 | 1 | -1 | 2 | -1 | 2 | 2
CN(c1cccc(F)c1)c1cc2c(c3c1ccn3C)C1CCC2O1 (stereo not drawn) | -3 | -14 | 1.5 | 6 | -16 | -10 | -5 | -1 | 1 | 2
CC1CC(C)CN(C(=O)CSc2nnc(CSc3ncccn3)n2C)C1 (stereo not drawn) | -3 | 1 | -0.3 | 9 | 1 | 11 | 0 | -1 | -6 | -4
O=C(Nc1ccc2[nH]c(=O)[nH]c2c1)c1c(F)c(F)c(F)c(F)c1F | -2 | -40 | 19* | -10 | 0 | 8 | -1 | -1 | -16 | 0
Cc1ccc(S(=O)(=O)NC(=O)Nc2nnc(C)s2)cc1 | -3 | 2 | -0.3 | -7 | 1 | 3 | -3 | -6 | -4 | -4
Cc1ccc(C2=NN(C(=O)c3ccccc3F)C(c3ccccc3F)C2)cc1 (stereo not drawn) | 5 | 8 | 0.2 | -5 | 0 | 9 | -3 | 3 | 0 | -9
COc1ccccc1-c1c(C)nn2c(N3CCC(C(N)=O)CC3)cc(C)nc12 | 1 | -17 | 0.4 | 0 | -24 | 10 | -4 | -1 | -1 | 6
CCCCCCCNC1=CC(=O)CC(c2ccccc2)C1 (stereo not drawn) | 7 | 6 | -0.1 | -6 | -5 | 9 | -3 | 0 | -2 | 4
CC(=O)Nc1c2c(nn1-c1ccccc1C)CS(=O)C2 (stereo not drawn) | 5 | 5 | -0.6 | -16 | 3 | 6 | 1 | -1 | 1 | 1
O=C(O)CNC(=O)c1ccc(N2CCOCC2)cc1[N+](=O)[O-] | 5 | -2 | -0.1 | -7 | 1 | -4 | -5 | 3 | -2 | 4
COc1ccc(-c2sc3ccccc3c2/C=C/c2ccncc2)cc1 | 5 | -10 | -3.3 | -5 | -98 | -2 | 2 | -4 | -2 | -5
O=C1c2ccccc2C(c2nnnn2Cc2ccccc2)N1CCCN1CCOCC1 (stereo not drawn) | -2 | -6 | 0.1 | -7 | 0 | -3 | -1 | 1 | 2 | -10
Cc1oc(-c2ccccc2Cl)nc1CN(C)C(C)c1ccon1 (stereo not drawn) | -5 | -8 | -1.3 | 3 | 0 | 14 | 0 | -3 | -6 | -7
Cc1csc(NC(=O)c2nn(C)c(C)c2[N+](=O)[O-])n1 | 8 | 7 | -0.1 | 7 | 0 | -2 | -3 | -4 | -6 | 4
Cc1cccc(NC2=NC3(CCCCC3)N=C(N)N2)c1 | 2 | 2 | 0.5 | -11 | -4 | 9 | -2 | 11 | -2 | 2
COc1cc([C@@H]2CC=C(C(=O)O)[C@H](c3ccc(F)cc3)N2S(=O)(=O)c2ccc(C)cc2)cc(OC)c1OC | 3 | 6 | -0.4 | 8 | -1 | 5 | 2 | -6 | 1 | -5
O=C(/C=C/c1cccs1)Nc1ccc([N+](=O)[O-])cc1 | -4 | 16 | -0.5 | 3 | 12* | -13 | 2 | 14 | 9 | -5
CNC(=O)COC(=O)c1cc(NC(=O)c2ccco2)c(OC)c(OC)c1 | 4 | -6 | 0.0 | -17 | 3 | 11 | -1 | 23 | -4 | -5
COc1ccc(C2C3=C(CC(C)(C)CC3=O)Nc3cc4c(cc32)OCO4)cc1 (stereo not drawn) | 1 | -261 | -11 | 2 | i | 6 | -2 | -3 | -91 | -7
CCc1nc(SCc2ccccc2)n[nH]1 | 5 | 7 | 0.1 | 4 | 1 | -1 | -4 | 11 | 0 | 1
S=c1[nH]nc(-c2ccc(Cl)cc2)n1CC1CCCO1 (stereo not drawn) | -1 | -4 | -0.1 | 6 | -1 | 1 | 1 | -5 | -4 | 2
COc1ccc(N=Cc2ccc(-c3ccccc3)o2)cc1 | 4 | -9 | -0.1 | -5 | 1 | -4 | 2 | 3 | -3 | -1
CCCc1cc(C(=O)Nc2sc3c(c2C(=O)OCC)CCCC3)no1 | -10 | 1 | 0.3 | -10 | 2 | -9 | 6 | 0 | -2 | 6
Nc1nc(NCc2ccco2)nc(N2CCCC2)c1[N+](=O)[O-] | 0 | 17 | 0.1 | -20 | 7 | 3 | 3 | 3 | -1 | -4
O=C1Nc2ccc([N+](=O)[O-])cc2OC1CCN1CCCC1 (stereo not drawn) | 2 | 16 | 0.2 | 2 | 1 | 9 | 4 | 8 | -3 | 5
COc1ccc(S(=O)(=O)NCCN2CCOCC2)cc1[N+](=O)[O-] | -5 | 4 | -0.2 | 10 | -1 | 6 | 1 | 8 | -2 | 4
CCOc1ccccc1NC(=S)Nn1cnnc1 | 0 | 3 | 0.0 | -1 | -1 | -2 | 2 | 1 | -3 | -3
Cc1cccc2c(=O)c(C(=O)NCCCN3CCOCC3)c[nH]c12 | -3 | -3 | -0.5 | -2 | -1 | 5 | 0 | 2 | -1 | 4
CC1CCCC(NC(=O)COC(=O)CCc2ccccc2)C1C (stereo not drawn) | -3 | -1 | 0.2 | -1 | 0 | -8 | 1 | -1 | -1 | 6
COc1cccc(C2CC(c3cccs3)=NN2C(=O)CSC2=NN3CCCC(=O)N=C3S2)c1OC (stereo not drawn) | 2 | -15 | 0.4 | -4 | -11 | -2 | -1 | -2 | -1 | -3
Oc1ccc(Br)cc1-c1ccnn1-c1ccccc1 | 9 | -1 | -1.6 | -8 | 0 | -15 | -2 | -9 | -2 | 7
O=C(Cn1c2[n+](c3ccc(C(F)(F)F)cc31)CCCCC2)Nc1c(F)cccc1F | 3 | -1 | -0.7 | 1 | 2 | -4 | -4 | 8 | 0 | 4
COc1ccc(-c2cnc(SCC(=O)Nc3cc(C)on3)n2Cc2ccco2)cc1 | 2 | 5 | -0.2 | 0 | 2 | 10 | -1 | 6 | -4 | -7
COC(=O)c1ccc(CN2CCN(CCc3ccccc3)C(CCO)C2)cc1 (stereo not drawn) | 2 | 2 | 0.3 | 4 | -1 | -1 | -2 | -5 | -1 | 6
COc1cc(C2CC(=O)c3cnc(NC(=O)c4ccco4)nc3C2)cc(OC)c1OC (stereo not drawn) | 3 | 0 | 0.5 | 6 | 1 | -8 | 0 | -15 | -3 | 4
COc1ccc(/C=C/C(=O)NC(=S)NCC2CCCO2)cc1 (stereo not drawn) | 8 | -59 | 0.7 | -18 | 2 | 4 | 5 | 11 | -11 | 1
COc1ccccc1CNC(=O)C(C)NS(=O)(=O)c1ccc(C)cc1 (stereo not drawn) | -5 | -7 | 0.5 | 3 | -3 | -11 | -1 | -8 | -3 | -2
CCN1CCN(c2ccc(S(=O)(=O)N3CCOCC3)cc2NC(=O)c2ccccc2SC)CC1 | 0 | -7 | -0.1 | 0 | -3 | -10 | -2 | 1 | -4 | 7

Complete entries as entered above. Values in the order: Tn7 DDE FP | ADAM10 inh | proKLK7 act | TDP2 inh | PLC-gamma1 inh | ARFGAP1 inh | LEDGF integ inh | ASAP1 inh | ADAM17 inh | DDE Tn6 FP inh
COc1cccc(C2CC(c3cccs3)=NN2C(=O)CSC2=NN3CCCC(=O)N=C3S2)c1OC (stereo not drawn) is listed with 2 | -15 | 0.4 | -4 | -11 | -2 | -1 | -2 | -1 | -3
CCc1nc(SCc2ccccc2)n[nH]1 is listed with 5 | 7 | 0.1 | 4 | 1 | -1 | -4 | 11 | 0 | 1

(listing goes on)
SMILES | Tn7 DDE FP | ADAM10 inh | proKLK7 act | TDP2 inh | PLC-gamma1 inh | ARFGAP1 inh | LEDGF integ inh | ASAP1 inh | ADAM17 inh | DDE Tn6 FP inh
Cn1nnnc1SCC(=O)N1CCc2ccccc2C1 | 7 | -1 | 0.2 | -5 | -1 | -8 | -2 | -2 | -6 | 1
Nc1nonc1NC(=O)NN=C1CCCCC1 | -5 | -3 | 0.3 | 3 | 0 | -1 | -1 | -11 | 0 | 1
CCCC1CC(C)(c2csc(Nc3ccc(OCC)cc3)n2)OC1=O (stereo not drawn) | -8 | 21* | 0.0 | 1 | 2 | 5 | -1 | -4 | 5 | 4
Cc1ccc(S(=O)(=O)n2c([N+](=O)[O-])cnc2C)cc1C | 4 | -5 | 0.0 | 1 | 3 | 8 | -6 | 19 | -2 | 1
CCC1(C)Cc2ccccc2-c2[nH][nH]c(=O)c21 (stereo not drawn) | -5 | 4 | -1.2 | -1 | 3 | -3 | 4 | -5 | 2 | 4
Cc1c(C(=O)O)sc(=S)n1-c1ccc(Cl)cc1 | 11 | 1 | -0.1 | 2 | 2 | 11 | -1 | 5 | -2 | 4
Cc1cc(-c2cc(-c3ccc(Cl)cc3)on2)nc(NCC2CC2)n1 | -5 | -4 | -0.6 | 2 | -2 | -7 | 0 | -1 | -1 | -10
O=C(/C=C/Nc1ccc(Br)cc1F)c1ccccc1 | -4 | -4 | -0.4 | -5 | -2 | -9 | 5 | -5 | 1 | 2
COc1ccc(C(c2nnnn2C2CCCCC2)N2CCN(c3ccccc3F)CC2)cc1 (stereo not drawn) | 6 | -3 | 0.5 | -1 | -1 | 2 | 2 | -6 | -5 | -3
COc1ccc(NC(=O)c2ccc(S(=O)(=O)C(F)F)cc2)c(OC)c1 | -3 | -4 | -0.1 | 2 | 2 | -4 | -1 | 7 | -3 | -5
